GLP-1R inv ag = qHTS of GLP-1 Receptor Inverse Agonists (Inhibition Mode); Glucagon-like peptide 1 receptor (Homo sapiens), P43220; HEK293 GLP-1R CRE-luciferase, luminescence, 24 h; GLP-1R form is constitutively active; Potency, µM (top dose mostly 38.3 µM), for the others: at the highest dose activity change, negative = inhibition, usual class: inhibitors; 410,000 tested, 1.6% active; note: potency is the fitted concentration of half-maximal effect; % is set by controls: 0 for no effect and ±100 for the full control effect; nearly all actives have a fitted effect of over 55% in size
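Inverse agonism was detected as reduced cAMP-driven luciferase luminescence after 24 h compound treatment. The cells were HEK293 clones expressing constitutively active human GLP-1R with the reporter. Reporter-only and GPR119 cell lines served as counterscreen controls.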
HEK293 tox = qHTS of GLP-1 Receptor Inverse Agonists: Cytotox Screen. Potency, µM (doses to about 38.3 µM), without a hit: top-dose activity change, negative = inhibition, actives largely listed as inhibitors. AID 624418, 2012. 410,000 tested, 0.13% active. HEK293 cAMP-luciferase reporter cells, luminescence, 24 h;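 note: loss of luciferase light is scored as toxicity; potency is the fitted concentration of half-maximal effect; % is set by controls: 0 for no effect and ±100 for the full control effect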
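Compound-treated cells are incubated 24 hr at 37 deg C under 5% CO2 after a 12 hour attachment period, then luciferase detection reagent is added and luminescence is measured following 12 min at room temperature; lowered signal indicates toxicity.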
GLP1R ag = qHTS of GLP-1 Receptor Agonists. HEK293 GLP-1R CRE-luciferase, luminescence, 4-6 h; cells express a hypersensitive GLP-1R form. Potency, µM (top dose mostly 45.6 µM), inactives show top-dose activation, actives largely listed as activators. Glucagon-like peptide 1 receptor (Homo sapiens), P43220. 380,000 tested, 0.007% active. AID 624172, 2012; note: potency is the fitted concentration of half-maximal effect; % of control where 0% means no effect
PLK1 PBD inh = qHTS for Inhibitors of PLK1-PDB (polo-like kinase 1 - polo-box domain): Primary Screen | Serine/threonine-protein kinase PLK1 (Homo sapiens), P53350 | Plk1 PBD binding of FITC phosphopeptide, fluorescence polarization | Potency, µM, inactives show max response, negative = inhibition, actives largely listed as inhibitors | 360,000 tested, 2.8% active; note: potency is the fitted concentration of half-maximal effect; series mostly up to about 57 µM; % is set by controls: 0 for no effect and ±100 for the full control effect; nearly all actives have a fitted effect of over 65% in size
WRN inhibitor = qHTS for Inhibitors of WRN Helicase | Bifunctional 3'-5' exonuclease/ATP-dependent helicase WRN (Homo sapiens), Q14191 | 360,000 tested, 0.46% active | AID 651768, 2012 | Potency, µM (highest dose often 114 µM), inactives show at the highest dose activity change, negative = inhibition, most hits filed as inhibitors | WRN helicase unwinding, fluorescent forked duplex, kinetic; note: potency is the fitted concentration of half-maximal effect; % is set by controls: 0 for no effect and ±100 for the full control effect; nearly all actives have a fitted effect of over 55% in size
Target sequence (Q14191 whole entry, looked up): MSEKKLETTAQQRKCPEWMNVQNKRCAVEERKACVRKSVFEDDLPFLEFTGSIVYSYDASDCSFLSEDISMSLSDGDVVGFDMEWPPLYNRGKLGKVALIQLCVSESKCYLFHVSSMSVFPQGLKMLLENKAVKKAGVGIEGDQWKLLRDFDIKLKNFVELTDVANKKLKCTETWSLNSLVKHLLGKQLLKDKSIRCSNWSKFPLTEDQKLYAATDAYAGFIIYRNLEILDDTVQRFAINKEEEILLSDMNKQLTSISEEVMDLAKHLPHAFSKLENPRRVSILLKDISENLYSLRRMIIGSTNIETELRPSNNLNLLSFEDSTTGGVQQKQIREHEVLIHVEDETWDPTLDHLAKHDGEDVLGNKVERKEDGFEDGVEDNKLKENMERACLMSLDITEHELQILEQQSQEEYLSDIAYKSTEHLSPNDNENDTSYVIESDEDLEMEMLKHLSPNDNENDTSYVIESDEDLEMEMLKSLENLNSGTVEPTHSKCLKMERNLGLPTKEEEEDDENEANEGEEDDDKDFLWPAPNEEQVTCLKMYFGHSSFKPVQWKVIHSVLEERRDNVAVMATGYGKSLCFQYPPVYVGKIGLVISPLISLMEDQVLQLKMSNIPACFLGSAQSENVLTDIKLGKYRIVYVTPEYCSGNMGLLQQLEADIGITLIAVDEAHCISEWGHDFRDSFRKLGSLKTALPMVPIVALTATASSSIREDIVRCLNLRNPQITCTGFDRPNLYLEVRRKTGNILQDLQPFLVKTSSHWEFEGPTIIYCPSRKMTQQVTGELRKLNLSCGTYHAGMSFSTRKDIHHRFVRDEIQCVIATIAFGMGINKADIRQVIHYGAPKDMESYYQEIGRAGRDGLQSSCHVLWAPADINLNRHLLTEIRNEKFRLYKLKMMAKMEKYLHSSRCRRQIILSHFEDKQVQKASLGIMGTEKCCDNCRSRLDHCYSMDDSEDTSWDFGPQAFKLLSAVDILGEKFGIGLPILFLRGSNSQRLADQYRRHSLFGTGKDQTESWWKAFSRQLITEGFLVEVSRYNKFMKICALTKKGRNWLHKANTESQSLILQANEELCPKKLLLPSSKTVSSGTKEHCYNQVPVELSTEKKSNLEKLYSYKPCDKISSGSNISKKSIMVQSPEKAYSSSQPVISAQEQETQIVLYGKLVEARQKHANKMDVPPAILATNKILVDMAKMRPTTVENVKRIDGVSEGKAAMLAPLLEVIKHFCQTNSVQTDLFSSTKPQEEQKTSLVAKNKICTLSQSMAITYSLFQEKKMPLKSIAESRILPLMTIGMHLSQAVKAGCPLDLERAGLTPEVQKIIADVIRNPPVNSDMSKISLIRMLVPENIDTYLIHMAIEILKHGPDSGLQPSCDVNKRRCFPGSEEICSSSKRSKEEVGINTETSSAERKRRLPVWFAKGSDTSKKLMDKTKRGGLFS
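WRN at 20 nM final was preincubated with compound for 15 min at room temperature; reaction started with 100 nM forked duplex oligonucleotide carrying fluorophore and quencher plus 2 mM ATP (final). Unwinding followed kinetically by red fluorescence (ex 525/em 598 nm).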
PI5P4Ka inh = qHTS for Inhibitors of phosphatidylinositol 5-phosphate 4-kinase (PI5P4K). Phosphatidylinositol 5-phosphate 4-kinase type-2 alpha (Homo sapiens), P48426. PI5P4Kalpha enzyme, ADP-Glo luminescence, 60 min; stronger effect = lower value. max response, %. 330,000 tested, 1.2% active. AID 652105, 2013; active = max response of -50% or lower; inconclusive = between -30% and -50%; inactive = -30% or higher; note: value at the top dose of about 77 µM; % is set by controls: 0 for no effect and ±100 for the full control effect
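Compounds were pin-transferred onto PI5P4Kalpha and substrate in HEPES pH 7.4 buffer with EGTA, CHAPS and 5% DMSO. ATP (5 microM final) started the reaction, which ran 60 minutes at room temperature before ADP-Glo detection.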
D3 ag = qHTS of D3 Dopamine Receptor Agonist: qHTS; 410,000 tested, 0.58% active; max activation, %; D3R DiscoveRx beta-arrestin cells, luminescence, 90 min; D(3) dopamine receptor (Homo sapiens), P35462; in the data active = max activation above about 30%; note: 0% is about no effect; mostly tested at two doses, the higher about 12 µM
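Cells at 1500/well, incubated overnight, then treated with pinned compounds (dopamine as control) for 90 min at 37 degrees C. DiscoveRx reagent added for 30 - 60 minutes at room temperature; luminescence read.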
IL-2 act = qHTS of IL-2 Activators; IL-2 activation reporter assay, cell-based qHTS; stimulated with anti-CD3/CD4/CD28 beads; in transgenic mouse T cells; activation, % (series mostly up to about 46 µM); 360,000 tested, 0.065% active; in the data active = activation above about 50%; inconclusive = mostly about 30% to 49%; note: 0% is about no effect
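Using fluorescent plate cytometry, EGFP and DsRed are detected in transgenic mouse T cells stimulated 18 h at 37 degrees C with antibody-coated beads after 60 min compound pretreatment.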
DRD3 antagonist = qHTS of D3 Dopamine Receptor Antagonist: qHTS | D(3) dopamine receptor (Homo sapiens), P35462 | D3R cells, DiscoveRx beta-arrestin luminescence, antagonist mode; stronger effect = lower value | max response, negative = inhibition, % | 360,000 tested, 2.5% active | AID 652054, 2013; in the data active = max response below about -50%; inconclusive = no clear call, values can overlap the other calls; note: % is set by controls: 0 for no effect and ±100 for the full control effect; mostly tested at two doses, the higher about 12 µM
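Cells expressing the human receptor were seeded at 1500 cells/well, incubated overnight at 37 degrees C in 5% CO2, then exposed to library compounds with dopamine controls for 90 minutes at 37 degrees C before luminescent detection.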
* marks the source's active call; other numbers are inactive results; ? = inconclusive; / = no result given; [ ] = remark or other dose. Unless noted, calls come from the whole dose curve; as a rule, active = well fitted curve in the direction sought with a large enough effect; inconclusive = small, poorly fitted or top-dose-only effect, or another doubt; inactive = no such curve, though single readings can be large; an effect the other way counts as inactive or inconclusive.

Each structure is followed by: DRD3 antagonist, IL-2 act, D3 ag, GLP1R ag, GLP-1R inv ag, HEK293 tox, PLK1 PBD inh, PI5P4Ka inh, WRN inhibitor
> Cc1cc(C)n2ncc(C(=O)NC3CCCCC3)c2n1
  20, -2.6, 6, 14%, 9%, -12%, 0%, 0, 4%
> CCN1C(=O)N(CC)C(O)(c2ccccc2)C1(O)c1ccccc1 (centres undefined)
  ?, 1.3, -1, 9%, -10%, 9%, -2%, -1, -4%
> O=C(O)CCCC(=O)Nc1ccc(Cl)cc1
  -16, 0.7, 2, 2%, -7%[7.66 µM], 12%[7.66 µM], -7%, 2, -20%
> CCc1ccc2nc(SCC(=O)NCC3CCCO3)c(C#N)cc2c1 (centres undefined)
  -3, -0.2, -6, 0%, 14%, 13%, -6%, -1, -32%
> Cc1noc(C)c1-c1ccc(C(=O)NCCc2ccccc2)c2occc12
  ?, -0.1, -8, ?, 2%, -8%, -4%, 0, -19%
> CC1CC(C)CN(c2nc3c(c(=O)n(C)c(=O)n3C)n2C)C1 (centres undefined)
  3, -0.4, 5, -6%, 5%, -10%, 0%, /, 1%
> COC(=O)c1sccc1NC(=O)Nc1ccc(C(C)=O)cc1
  -5, -0.7, 8, 19%, 5%, 8%, 3%, 0, 5%
> CC1CN(CC(=O)Nc2ccc(S(N)(=O)=O)cc2)CC(C)O1 (centres undefined)
  -11, -3.1, -2, -2%, 2%, 4%, -2%, -2, 10%
> CCOC(=O)c1cccc(Nc2nc(C)cc(C)n2)c1
  -28, 0.6, 6, -4%, 14%, 4%, -2%, 2, -8%
> CCc1ccc(OCC(=O)O/N=C(\N)c2ccncc2)c(Br)c1
  11, -3.9, -5, 10%, -5%, -3%, -14%, -10, -31%
> Cc1ccc(N2C(=O)c3sc4nnc(C)c(=O)n4c3C2=O)cc1
  -23, -1.5, 2, -6%, 0%, 0%, -4%, /, -7%
> COc1cc(C2CC(=O)Nc3c2c(=O)n(C)c2ncnn32)cc(OC)c1OC (centres undefined)
  /, /, -10, 2%, 5%, -2%, /, /, /
> Cc1ccc2nc(NC(=O)COC(=O)c3ccc(Br)o3)sc2c1
  -3, -0.1, -7, -20%, 1%, -6%, ?, -4, -9%
> CN(c1ccccc1)S(=O)(=O)c1cccc(NC(=O)CSc2ncc(C(F)(F)F)cc2Cl)c1
  -6, -1.9, 1, -4%, 10µM*, 10%, -5%, 5, -9%
> Nc1nc(N)nc(-c2cc([N+](=O)[O-])ccc2O)n1
  12, 0.2, 1, 11%, -16%, 0%, -18%, -2, -32%
> CCOC(=O)C1CCCN(C(=O)c2ccc(SC(F)(F)F)cc2)CC1 (centres undefined)
  1, 0.8, 4, -6%, 14%, 1%, -1%, 2, 8%
> O=c1[nH]c2cccnc2n1Cc1ccco1
  -24, -2.4, -22, -1%, 1%, -2%, 0%, /, -2%
> CSc1sc(C(=O)NNC(=O)c2ccc(Cl)cc2)c2c1C=CCC2
  2, -1.2, 4, 9%, 0%, -5%, 3%, -7, 3%
> COCCn1nnnc1C(C(C)C)N1CCSCC1 (centres undefined)
  -16, 0.1, 3, -3%, 3%, -2%, -2%, 2, 9%
> COc1ccc(CC(=O)NC(CC(=O)O)c2ccc(OC)cc2)cc1 (centres undefined)
  -13, 0.6, 0, 3%, 8%, -1%, -16%, 3, -10%
> Cn1nnc2cc(C(=O)Nc3cccnc3)ccc21
  7, -1.2, 2, -10%, 76%[activator], -3%, -2%, -7, 5%[57.1 µM]
> Cc1ccc(-n2nnnc2SCC(=O)Nc2nc(-c3ccc(F)cc3)cs2)cc1C
  14, -3.4, 19, -4%, 0%, ?, -9%, /, -3%
> c1ccc(-c2cnnc(-c3ccccn3)n2)cc1
  ?, -2.5, 2, -1%, -2%, -27%, 4%, -4, -7%
> O=C(N/N=C/c1ccc2c(c1)OCO2)c1sc2cccc(Cl)c2c1Cl
  0, -1.5, 6, -1%, 0%, 11%, -3%, 0, -10%
> Cc1cccc(N(C(=O)CCC(=O)Nc2cccnc2)C(C(=O)NC2CCCC2)c2ccncc2)c1 (centres undefined)
  -5, -1.5, 1, 8%, 11%, -11%, -1%, -4, 4%
> COc1cccc(C(=O)Nc2ccccc2C(=O)NC2CC2)c1
  15, -2.0, 3, 6%, 17%, 0%, 3%, 5, 2%
> COc1cc(CN(CCN(C)C)Cc2ccccc2)ccc1OCc1ccccc1
  -11, 0.4, -9, -1%, ?, 0%, 8%, 7, -3%
> CN(CCOc1ccc(Cl)cc1)C(=O)c1cccc(S(=O)(=O)N2CCN(Cc3ccccc3)CC2)c1
  8, 0.5, 0, -6%, ?, -14%, -8%, -1, -1%
> COc1ccc(Cl)c2sc(NC(=O)c3ccc(S(=O)(=O)N4CCCC4)cc3)nc12
  /, /, 5, 28%, 4%, -2%, /, /, /
> Cc1ccc(C2(c3ccccc3)NC(=O)N(CC(=O)NC3(C#N)CCCC3)C2=O)cc1C (centres undefined)
  -28, 0.3, -2, -1%, ?, -7%, -5%, 2, -2%
> N#C/C=C/N1CCN(Cc2ccc3c(c2)OCO3)CC1
  5, 0.1, 0, -1%, -6%, -1%, 3%, -7, 7%
> Cc1ccc(C(=O)NN2CCOCC2)cc1
  13, -2.3, 1, 5%, 27%, -8%, -8%, -1, 7%
> COc1ccc(OC)c(NC(=O)CCNS(=O)(=O)c2ccc3c(c2)CC(C)N3C(C)=O)c1 (centres undefined)
  0, -2.7, -6, 3%, 11%, -4%, 3%, 4, 17%
> CN(C)c1cccc(C(=O)OCC(=O)Nc2nccs2)c1
  -1, -0.9, 0, 7%, 3%, -17%, -5%, ?, -28%[57.1 µM]
> Cc1ccc(NC(=O)C2CSC3(C)CCC(=O)N23)cc1S(=O)(=O)N1CCOCC1 (centres undefined)
  -14, 1.8, -6, 2%, 1%, 2%, -4%, 2, -4%
> Cc1nc(SCC(=O)N2CCOCC2)c2c(C)c(C)sc2n1
  3, -0.6, 8, 28%, 2%, -6%, -6%, 4, 5%
> Cc1ccc(C(=O)NC(=S)Nc2ccc3[nH]c(=O)[nH]c3c2)c(C)c1
  -19, 0.1, -5, 1%, -1%, 6%, -5%, -1, 12%
> CCOC(=O)C1=CC[C@@H](c2cccc(Br)c2)N(S(=O)(=O)c2ccc(F)cc2)[C@H]1c1cccc(Cl)c1
  -16, -0.2, -5, /, ?, 13%, -3%, -4, 4%
> O=S(=O)(Nc1ccc(-c2ccc3nncn3n2)cc1)c1cccc(F)c1
  3, -4.7, 0, ?, 44%[activator], 1%, -10%, -7, -3%
> Cc1ccccc1C(OCCN(C)C)C1CCCCC1 (centres undefined)
  -100*, -3.7, -15, 8%, ?, -26%, -5%, 3, 8%
> CC(=O)NC(CC(=O)OCC(=O)Nc1ccc2c(c1)OCO2)c1ccccc1 (centres undefined)
  2, -0.1, 10, 11%, 7%, 3%, -6%, -4, -11%
> O=C(NC(CC1CCCCC1)C(=O)O)c1ccccc1 (centres undefined)
  2, -1.0, 16, -3%, 9%, 1%, ?, 2, 1%
> Cc1ccc(Cn2c(=N)c(C(=O)NCC3CCCO3)cc3c(=O)n4cccc(C)c4nc32)cc1 (centres undefined)
  -14, -2.6, -2, -2%, 30%[activator], 228%[activator], -11%, -4, 7%
> O=C(NNC(=O)c1ccccc1-c1ccccc1C(=O)O)c1ccccc1
  5, 1.2, 1, 4%, 16%, -2%, 1%, 4, 1%
> CCN(Cc1ccncc1)C(=O)c1cc(COc2ccc(OC)cc2Cl)on1
  1, -3.3, -27, 0%, -25%, -4%, -7%, -5, -26%
> COc1ccc(NC(=O)NS(=O)(=O)c2ccc(C)cc2)c(OC)c1
  -19, -0.9, -7, -5%, 9%, 3%, -3%, /, 1%
> N#C/C(=C\c1ccc(OCc2ccc(C(=O)O)cc2)cc1)C(=O)N1CCOCC1
  16, 0.5, 12, -4%, 1µM*, -15%, -15%, -23, -25%
> Cc1ccc(C(=O)/C=C/N(C)C)o1
  3, -3.1, 12, 15%, -8%, -4%, -12%, -1, -3%
> Cc1ccc(NS(=O)(=O)c2cc(C(=O)N3CCN(C)CC3)ccc2C)cc1C
  -17, -0.1, 3, 2%, -5%, -1%, -4%, 0, 5%
> CCn1c(O)c2ccc(C(=O)N=NC(=O)c3cccnc3)cc2c1O
  16, -1.3, 2, 0%, 13%, 1%, -5%, /, 4%

More results follow:
Each structure is followed by: DRD3 antagonist, IL-2 act, D3 ag, GLP1R ag, GLP-1R inv ag, HEK293 tox, PLK1 PBD inh, PI5P4Ka inh, WRN inhibitor
> CCCCN(CCCC)c1nc2ccccc2nc1C(C#N)C(=O)NCCCOC (centres undefined)
  -20, 1.1, 3, 1%, -14%, 131%[activator], 50%[activator], -3, -5%
> Cn1c(C(=O)NC2CC2)cc(=O)n(C)c1=O
  -23, -2.5, 0, 1%, -2%, 15%, -6%, 1, -26%[57.1 µM]
> CCN1C/C(=N\S(=O)(=O)/N=C2\CN(CC)C(=O)N2CC)N(CC)C1=O
  -10, -2.3, 3, -1%, 28%, 5%, -6%, -10, 0%
> O=C(CN1CCOc2ccccc21)NCc1ccc(F)cc1
  0, -1.1, 1, -6%, -17%, 4%, -7%, -6, 5%
> COc1cccc(CN(C(=O)Cc2c[nH]c3ccccc23)C(C(=O)NC2CCCCC2)c2cccs2)c1 (centres undefined)
  38, 1.1, 2, 0%, 3%, 2%, -9%, 3, -3%
> CCCCCC(=O)N1C[C@@H](n2cc(COC(=O)c3ccccc3)nn2)[C@H](O)C[C@@H]1c1ccc(C)cc1
  9, -2.7, 11, -8%, ?, -26%, 6%, -7, 4%
> COc1cc(-c2c(-c3ccc4c(c3)OCO4)noc2C)ccc1F
  ?, 0.0, -41, -2%, -26%, -2%, -5%, 3, -8%

From PubChem BioAssay
